Bioassay records (PubChem)
GALR2 blocker – blocks the human galanin receptor 2. O43603. GALR2-expressing cells, antagonist mode. inhibition, % at 4 µM. 140,000 tested, 0.39% active; in the data active = inhibition above about 27%;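 also: cells stimulated with galanin 1-16 at roughly its EC80; 0% = agonist challenge control and 100% = basal control without agonist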
Target sequence (O43603 whole entry, looked up): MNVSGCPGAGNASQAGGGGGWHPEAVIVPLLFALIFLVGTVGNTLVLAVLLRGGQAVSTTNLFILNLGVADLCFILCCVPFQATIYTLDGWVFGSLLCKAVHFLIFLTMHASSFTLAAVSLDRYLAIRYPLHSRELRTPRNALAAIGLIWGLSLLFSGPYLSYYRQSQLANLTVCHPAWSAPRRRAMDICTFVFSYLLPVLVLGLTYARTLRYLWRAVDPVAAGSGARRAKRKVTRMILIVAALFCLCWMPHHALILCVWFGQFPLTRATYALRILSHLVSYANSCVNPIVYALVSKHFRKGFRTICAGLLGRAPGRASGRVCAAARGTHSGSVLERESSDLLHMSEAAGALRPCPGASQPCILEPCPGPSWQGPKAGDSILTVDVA
Measles CPE – protection of cells from measles virus. Measles virus-infected cells, CPE protection, absorbance. protection (pct of control), % at 4 µM. 140,000 tested, 1.5% active; in the data active = protection mostly above about 24%, no sharp cut-off; inactive = mostly below about 26%; also: some compounds called inactive have numbers as strong as hits
E-sel TNF inh – TNF alpha driven E-selectin expression inhibition; HUVEC TNFa-induced E-selectin immunofluorescence, high content; inhibition, % at 2 µM; 120,000 tested, 0.71% active;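 active = inhibition above the batch mean plus 3 SD, and confirmed as a hit on visual image review, cut at about 43% in these data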;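 also: 0% = TNF-stimulated DMSO wells and 100% = unstimulated control wells; not every result past the cut was called active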
Yeast lifespan up – yeast lifespan extension; S. cerevisiae growth with nicotinamide, OD615; deaD strain in restrictive glucose medium; inhibition of the nicotinamide effect, % at 10 µM; 130,000 tested, 0.68% active; AID 775;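 active = inhibition above a set limit, placed 3 SD over the median of all compounds, cut at about 26% in these data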;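 also: 0% = nicotinamide-treated wells and 100% = cells grown without nicotinamide; some compounds called inactive have numbers as strong as hits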
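System: DeaD-strain S. cerevisiae / Buffer or medium: CSMM-D, restrictive glucose (dextrose) synthetic minimal medium / Probe or stimulus: nicotinamide, 1.5 mM, co-present with compound / Compound: one concentration, 10 µM, DMSO 0.25% / Incubation: 48 h compound exposure at 30 °C, humidified / Technique: optical density (absorbance) at 615 nm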
BB579 growth dn – chemicals that inhibit yeast BB579 growth in restrictive medium (lifespan-shortening candidates) | 140,000 tested, 0.51% active | S. cerevisiae BB579 growth, OD615, 48 h | AID 804 | inhibition, % at 10 µM;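 active = inhibition above a set limit, 3 SD over the mean compound inhibition, cut at about 44% in these data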; also: inactives centre near -24
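System: DeaD yeast strain BB579; buffer or medium: CSMM-D dextrose restrictive medium; technique: OD at 615 nm; schedule: 4 h cell preincubation, 48 h compound exposure, 30 °C humidified; doses: single 10 µM dose; controls: amphotericin B 10 µg/mL, positive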
MRP1 act – MRP-1 activation; H69AR cells + doxorubicin, viability rescue, CellTiter-Glo; viability increase, % at 10 µM; 140,000 tested, 0.61% active;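 active = viability gain under doxorubicin at or above a set limit, the compound median plus 3 SD, cut at about 4.7% in these data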;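 also: MRP-1 overexpressing cells given doxorubicin 25 µM after compound pretreatment; 18-22 h compound pretreatment then 72 h with doxorubicin before readout; 0% = doxorubicin-only wells and 100% = vehicle-treated cells without doxorubicin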
HCT116 PTEN-null – PTEN-deleted cell growth suppression | HCT116 PTEN-null viability, CellTiter-Glo, 60 h; hits give low values | viability, % at 10 µM | 140,000 tested, 1.2% active | AID 827;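 active = viability at or below a set limit, 4 SD under the median of all tested compounds, cut at about 3.7% in these data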;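 also: PTEN knockout HCT116 line with beta catenin targeted HCT116 as companion control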
bCat KO growth – beta-catenin-lacking colon tumor cell growth suppression; HCT116 beta-catenin knockout viability, CellTiter-Glo, 60 h; hits give low values; viability, % at 10 µM; 140,000 tested, 1.5% active;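 active = viability at or under a set limit, the compound median less 4 SD, cut at about 6% in these data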;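 also: 0% = Hyamine 1622 control at 20 µM and 100% = untreated cell control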
NPY Y2 blocker – blocks the human neuropeptide Y Y2 receptor; NPY-Y2 expressing cells, antagonist mode; inhibition, % at 2.7 µM; AID 793; 140,000 tested, 0.99% active; P49146; in the data active = inhibition above about 17%;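 also: 0% = vehicle with agonist challenge and 100% = reference antagonist with challenge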
Target sequence (P49146 whole entry, looked up): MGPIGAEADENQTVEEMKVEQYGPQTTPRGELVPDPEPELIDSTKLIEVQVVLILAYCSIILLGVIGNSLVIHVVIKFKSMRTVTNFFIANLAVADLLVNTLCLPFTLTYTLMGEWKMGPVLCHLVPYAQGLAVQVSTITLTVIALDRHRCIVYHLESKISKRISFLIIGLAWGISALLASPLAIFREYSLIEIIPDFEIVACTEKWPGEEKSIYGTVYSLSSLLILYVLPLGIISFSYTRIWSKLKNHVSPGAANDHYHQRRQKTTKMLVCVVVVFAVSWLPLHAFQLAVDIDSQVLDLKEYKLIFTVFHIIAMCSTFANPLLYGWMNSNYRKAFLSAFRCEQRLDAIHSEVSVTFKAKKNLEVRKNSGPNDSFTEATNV
Phagocyt inh – inhibitors of macrophage phagocytosis. J774A.1 macrophage IgG-bead phagocytosis, imaging. inhibition, % at 5 µM. 110,000 tested, 0.07% active;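 active = inhibition above the mean of the plate negative controls plus 5 SD, cut at about 13% in these data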;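 also: phagocytic index as fraction of beads internalized from green versus red external bead signal; plate controls were DMSO negative control for no effect and cytochalasin-D positive control for full effect; some results beyond the cut were filed as inactive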
* hit, by the source's call; x = no result given.

1: CCOc1ccccc1NC(=O)C1Cc2ccccc2CN1S(C)(=O)=O (configuration not stated)
2: CCOC(=O)N1CCC(NC(=O)c2cc3c(C)nc4ccccc4c3o2)CC1
3: CNC(=O)c1ccc(-c2sc3nc(N4CCOCC4)c4c(c3c2N)CC(C)(C)OC4)o1
4: Cc1ccc(C)c(NC(=O)CCn2nc(C)cc2C)c1
5: O=c1c2[nH]c3ccc(F)cc3c2ncn1CCCN1CCOCC1
6: Cc1ccc(C(=O)NCC(C)(C)O)cc1
7: COc1cccc(N2CC(O)=C(c3nc4ccccc4c(=O)[nH]3)C2=N)c1
8: Cc1ccccc1C(=O)N1CCC(C(=O)Nc2ccc(F)cc2)CC1
Compound	1	2	3	4	5	6	7	8
GALR2 blocker	-2	14	-3	12	1	9	-11	-24
Measles CPE	3	10	14	2	5	20	2	10
E-sel TNF inh	-1	x	-14	-30	-5	-1	13	21
Yeast lifespan up	-15	-18	-3	3	-14	-4	-4	-3
BB579 growth dn	-20	-14	-8	-52	-31	7	-20	-41
MRP1 act	-2.5	-0.6	-2.5	-0.7	-3.6	-2.8	-0.7	-0.6
HCT116 PTEN-null	84	84	80	101	97	98	17	100
bCat KO growth	90	85	84	88	100	94	18	93
NPY Y2 blocker	2	1	-1	5	-1	1	12	2
Phagocyt inh	-4	0	x	-4	0	x	5	-1

9: O=C(COC(=O)/C=C/c1cccc(Cl)c1)NCCc1ccc(Cl)cc1Cl
10: CC(C)CC(=O)N=C1SC2CS(=O)(=O)CC2N1CCc1ccccc1 (configuration not stated)
11: Cc1cc(Oc2cc(N)cc([N+](=O)[O-])c2)ccc1Cl
12: COc1cccc(C(=O)NCCN2CCOCC2)c1
13: CCOC(=O)Cc1csc(NC(=O)NC2(C(F)(F)F)Oc3cc(Cl)c(Cl)cc3O2)n1
14: Cc1cc(C)cc(NC(=O)CN(Cc2ccccc2)S(C)(=O)=O)c1
15: COC(=O)C1C(c2ccc(Cl)cc2)NC(c2ccc(Cl)cc2)C(C(=O)OC)S1(=O)=O (configuration not stated)
16: CCCCc1nc2ccccc2c(NC(=O)CNC(C)(C)C)c1CCC
Compound	9	10	11	12	13	14	15	16
GALR2 blocker	-20	-1	-6	7	-8	-3	-13	-18
Measles CPE	14	4	3	4	28	8	10	4
E-sel TNF inh	12	-10	2	-2	8	12	10	x
Yeast lifespan up	5	-14	-2	-18	1	x	-2	10
BB579 growth dn	-40	0	-2	12	11	-37	-18	-8
MRP1 act	0.0	-2.3	-2.0	0.7	-3.0	-0.4	1.3	-4.4
HCT116 PTEN-null	82	93	97	111	47	90	77	72
bCat KO growth	93	106	101	111	50	91	84	81
NPY Y2 blocker	7	-2	1	1	4	3	6	-1
Phagocyt inh	-5	-1	x	x	-1	x	-1	-1

2 compounds picked at random from the list so far:
9: O=C(COC(=O)/C=C/c1cccc(Cl)c1)NCCc1ccc(Cl)cc1Cl
13: CCOC(=O)Cc1csc(NC(=O)NC2(C(F)(F)F)Oc3cc(Cl)c(Cl)cc3O2)n1
Compound	9	13
GALR2 blocker	-20	-8
Measles CPE	14	28
E-sel TNF inh	12	8
Yeast lifespan up	5	1
BB579 growth dn	-40	11
MRP1 act	0.0	-3.0
HCT116 PTEN-null	82	47
bCat KO growth	93	50
NPY Y2 blocker	7	4
Phagocyt inh	-5	-1

Following part
17: Cc1cccc(-c2nnc(SCC(=O)NCc3ccc4c(c3)OCO4)n2C)c1
18: Cc1cccc(Nc2nnc(SC/C(O)=C(\C#N)c3nc4ccccc4[nH]3)s2)c1
19: C=CCn1c(C)c(C(C)=O)c(N2CCN(c3ccccc3)CC2)nc1=S
20: O=C(N/C(=C/c1cccs1)c1nc2ccccc2[nH]1)c1ccccc1
21: COc1ccccc1Oc1ccccc1C(=O)O
22: CCCCn1c(/N=C/c2c[nH]c3ccccc23)nc2ccccc21
23: CN(CCCNC(=O)C1CCN(S(=O)(=O)c2cccc3nsnc23)CC1)Cc1ccccc1
24: CCn1nc(C(=O)NNC(=O)COc2ccccc2C)c2ccccc2c1=O
Compound	17	18	19	20	21	22	23	24
GALR2 blocker	-2	3	3	10	-3	17	-5	-6
Measles CPE	28	3	3	5	13	5	13	16
E-sel TNF inh	-10	-10	-10	10	0	8	x	x
Yeast lifespan up	12	-4	-20	-4	-10	-19	-11	0
BB579 growth dn	15	-23	-5	-28	-48	44*	-18	-18
MRP1 act	-0.3	-3.0	-2.3	-1.9	0.7	-3.0	-1.8	-2.1
HCT116 PTEN-null	98	84	87	89	106	49	64	94
bCat KO growth	91	88	81	84	102	32	70	87
NPY Y2 blocker	4	9	-1	1	4	5	1	7
Phagocyt inh	2	0	6	x	-3	3	x	-2

25: Cc1cc(C)cc(C(=O)NC(=S)Nc2ccc(Cc3ccncc3)cc2)c1
26: O=c1[nH]nc(Cc2ccccc2)c2ccccc12
27: O=C(NCc1ccc2c(c1)OCO2)c1ccc(NC(=O)C2CCCO2)cc1 (configuration not stated)
28: Cc1ccc(CNC(=O)C2CC(c3ccccc3[N+](=O)[O-])=NO2)cc1 (configuration not stated)
29: COCCN1C(=O)C(=O)/C(=C(/O)c2cccc(OC)c2)C1c1ccc(C)o1 (configuration not stated)
30: Cc1cc(C)n(/N=C/c2c[nH]c3ccccc23)c(=O)c1C#N
31: COc1ccc(CCNC(=O)c2ccc(CS(=O)(=O)c3ccc(Cl)cc3)o2)cc1OC
32: COc1ccc(NC(=S)N2CCN(C/C=C/c3ccccc3)CC2)cc1
Compound	25	26	27	28	29	30	31	32
GALR2 blocker	-8	-1	-19	-7	5	4	8	-17
Measles CPE	6	10	7	10	17	16	34	10
E-sel TNF inh	3	11	-13	2	-43	-2	18	-1
Yeast lifespan up	-2	-6	-11	-24	-13	-8	-5	0
BB579 growth dn	-43	-20	-31	0	-4	-48	-31	-25
MRP1 act	-1.3	0.1	-0.5	-3.5	-2.1	-0.9	-1.9	1.9
HCT116 PTEN-null	37	85	109	101	97	73	52	88
bCat KO growth	38	93	103	96	95	80	48	85
NPY Y2 blocker	10	1	2	7	-1	3	-1	1
Phagocyt inh	-10	-3	-1	x	x	1	x	-8

33: Cc1ccc2c(c1)C1CN(C)CCC1N2CC(=O)N(C)c1ccccc1 (configuration not stated)
34: COc1ccc2[nH]c(C)c(C(=O)CN3CCN(C/C=C/c4ccccc4)CC3)c2c1
35: O=C(C1=C[C@@H]2[C@H]3C(=O)N(c4ccccc4)C(=O)[C@H]3[C@@H](C(=O)c3ccc(Cl)cc3)N2C=C1)c1ccccc1
36: O=C(COC(=O)c1cccs1)c1ccccc1
37: O=C(CC1SC(N2CCCCC2)=NC1=O)Nc1cccc(C(F)(F)F)c1 (configuration not stated)
38: CC(=C\c1ccco1)/C=C(\C#N)C(=O)NCCc1c[nH]c2ccccc12
39: NNc1nc(-c2ccccc2)nc2sc3c(c12)CCCC3
40: COC(=O)Cn1c(=NC(=O)C(C)C)sc2c(C)cc(C)cc21
Compound	33	34	35	36	37	38	39	40
GALR2 blocker	2	6	-2	5	-6	-1	-1	1
Measles CPE	13	4	10	16	7	2	11	10
E-sel TNF inh	-31	-50	x	-38	-11	x	x	-11
Yeast lifespan up	-1	-6	1	-12	-6	2	-7	-6
BB579 growth dn	-31	-6	-25	-45	-10	-34	-5	-4
MRP1 act	-1.4	-6.1	0.6	1.1	-1.8	-1.3	-0.6	-1.7
HCT116 PTEN-null	94	77	99	110	69	91	68	94
bCat KO growth	95	78	96	105	89	93	75	98
NPY Y2 blocker	-2	6	1	0	2	9	-1	7
Phagocyt inh	0	-1	-7	0	x	-5	x	-1

A different layout for two compounds above.
| # | Molecule | GALR2 blocker | Measles CPE | E-sel TNF inh | Yeast lifespan up | BB579 growth dn | MRP1 act | HCT116 PTEN-null | bCat KO growth | NPY Y2 blocker | Phagocyt inh |
| --- | --- | --- | --- | --- | --- | --- | --- | --- | --- | --- | --- |
| 33 | Cc1ccc2c(c1)C1CN(C)CCC1N2CC(=O)N(C)c1ccccc1 (configuration not stated) | 2 | 13 | -31 | -1 | -31 | -1.4 | 94 | 95 | -2 | 0 |
| 34 | COc1ccc2[nH]c(C)c(C(=O)CN3CCN(C/C=C/c4ccccc4)CC3)c2c1 | 6 | 4 | -50 | -6 | -6 | -6.1 | 77 | 78 | 6 | -1 |

Continuation:
41: COc1ccc(OC)c(NC(=O)CSc2nc(N)c(-c3ccccc3)c(=O)[nH]2)c1
42: CCOC(=O)CSc1nnc(Cc2ccc(OC)cc2)n1-c1ccccc1
43: Cc1ccc2[nH]c(=O)c(CN(CC3CCCO3)S(=O)(=O)c3cccc4nsnc34)cc2c1 (configuration not stated)
44: CCc1nnc(NC(=O)CSc2nc3ccccc3s2)s1
45: CC1(C)OC(=O)C(=NNc2ccc(Cl)cc2)C(=O)O1
46: COc1ccc(N2CCN(C(=O)CSc3ccccc3)CC2)cc1
47: COc1ccc(NS(=O)(=O)c2cccc(C(=O)OCC(=O)Nc3cc(C)on3)c2)cc1
48: C=CCn1c(Cc2cccs2)nnc1SCC(=O)Nc1ccc(OC)c(OC)c1
49: O=C(O)c1cccc(Oc2ccc([N+](=O)[O-])cc2)c1
Compound	41	42	43	44	45	46	47	48	49
GALR2 blocker	1	-3	-3	-2	14	1	6	-2	16
Measles CPE	23	3	7	9	13	5	18	13	22
E-sel TNF inh	-2	11	16	-52	x	7	-17	-6	27
Yeast lifespan up	-16	-4	-8	-11	-9	-7	-5	-14	-1
BB579 growth dn	-19	-15	-19	-50	-25	-11	-39	-19	5
MRP1 act	-3.6	-0.2	-4.6	-0.5	0.4	-0.5	-1.3	0.7	-1.5
HCT116 PTEN-null	92	107	55	96	109	81	94	104	98
bCat KO growth	107	98	61	100	103	89	94	98	95
NPY Y2 blocker	4	2	6	7	3	4	2	-1	10
Phagocyt inh	-1	1	-2	0	1	0	-1	-1	-10

Values by screen from the entries so far:
Nos. 43–49 in MRP1 act, in turn: -4.6, -0.5, 0.4, -0.5, -1.3, 0.7, -1.5
Nos. 43–49 in HCT116 PTEN-null, in turn: 55, 96, 109, 81, 94, 104, 98
